# OX1R antag = antagonists of human orexin 1 receptor; O43613; CHO/OX1R cells, Fluo-8 calcium fluorescence, orexin A; inhibition, % at 5 µM; hit rate 0.43% among 330,000; AID 434989;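 active means inhibition above its plate's threshold, mean inhibition of all tested compounds on the plate plus 3 SD, cut at about 37% in these data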;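 further: 0% = orexin A challenge wells and 100% = SB-334867-A antagonist wells; not every result past the cut was called active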
# Target sequence (O43613 whole entry, looked up): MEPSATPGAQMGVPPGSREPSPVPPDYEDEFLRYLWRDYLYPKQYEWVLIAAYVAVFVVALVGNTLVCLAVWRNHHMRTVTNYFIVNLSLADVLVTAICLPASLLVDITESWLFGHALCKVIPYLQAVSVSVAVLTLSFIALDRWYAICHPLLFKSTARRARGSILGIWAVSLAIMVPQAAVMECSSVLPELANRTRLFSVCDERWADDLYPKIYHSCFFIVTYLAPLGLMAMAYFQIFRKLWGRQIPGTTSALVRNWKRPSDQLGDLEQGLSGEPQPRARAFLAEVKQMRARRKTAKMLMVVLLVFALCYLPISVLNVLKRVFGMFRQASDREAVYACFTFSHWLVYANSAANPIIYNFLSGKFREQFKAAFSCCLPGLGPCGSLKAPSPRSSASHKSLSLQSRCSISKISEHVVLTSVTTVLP
# CHT allo act = human CHT allosteric activation; Q9GZV3; CHT-expressing cells, membrane potential dye, choline EC20; stronger effect = higher value; LV-AA mutant CHT in HEK293 cells; B-score at 10 µM; hit rate 0.49% among 310,000; AID 488977;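 active means initial fluorescence not abnormally high and integrated response B-score, plate-corrected, over 3 SD above library mean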
# Target sequence (Q9GZV3 whole entry, looked up): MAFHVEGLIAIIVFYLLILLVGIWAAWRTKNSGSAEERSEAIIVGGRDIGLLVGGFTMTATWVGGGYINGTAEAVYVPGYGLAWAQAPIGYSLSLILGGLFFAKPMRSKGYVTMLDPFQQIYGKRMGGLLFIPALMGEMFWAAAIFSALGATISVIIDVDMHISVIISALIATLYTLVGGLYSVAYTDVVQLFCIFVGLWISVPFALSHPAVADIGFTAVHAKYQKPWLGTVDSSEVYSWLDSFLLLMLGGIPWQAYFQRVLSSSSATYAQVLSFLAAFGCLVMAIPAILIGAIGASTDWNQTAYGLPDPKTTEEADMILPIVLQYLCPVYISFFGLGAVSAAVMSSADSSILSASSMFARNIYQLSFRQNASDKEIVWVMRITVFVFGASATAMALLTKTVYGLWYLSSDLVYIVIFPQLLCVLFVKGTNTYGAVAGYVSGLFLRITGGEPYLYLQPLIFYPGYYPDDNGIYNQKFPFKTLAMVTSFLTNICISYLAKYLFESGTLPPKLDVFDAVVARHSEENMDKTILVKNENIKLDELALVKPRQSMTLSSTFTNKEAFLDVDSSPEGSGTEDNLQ
# * = called active by the depositor; i = inactive; / = no result given.
# Sample of the layout (5 entries):
Compound	OX1R antag	CHT allo act
Cc1ccc(S(=O)(=O)n2[nH]c(=O)cc2N)cc1	-17	i
COc1cccc(C2C(C#N)=C(N)OC3=C2C(=O)CC(c2ccco2)C3)c1OCc1ccc(F)cc1 (stereo not given)	-23	i
O=C(O)CSc1ncnc2c1sc1nc(-c3ccccc3)c3c(c12)CCC3	-7	i
Cc1oc(-c2cccs2)nc1CSCC(=O)NC1CC1	-12	i
COCCNc1cc(C)c(C#N)c2nc3ccccc3n12	-7	i

# This part in full, previewed entries included:
Compound	OX1R antag	CHT allo act
Cc1ccc(S(=O)(=O)n2[nH]c(=O)cc2N)cc1	-17	i
COc1cccc(C2C(C#N)=C(N)OC3=C2C(=O)CC(c2ccco2)C3)c1OCc1ccc(F)cc1 (stereo not given)	-23	i
O=C(O)CSc1ncnc2c1sc1nc(-c3ccccc3)c3c(c12)CCC3	-7	i
Cc1oc(-c2cccs2)nc1CSCC(=O)NC1CC1	-12	i
COCCNc1cc(C)c(C#N)c2nc3ccccc3n12	-7	i
O=C(NCCCn1ccnc1)c1ccccc1NS(=O)(=O)c1ccc(F)c(F)c1	-15	i
CCN(CC)CCCNc1cc2n(c(=O)n1)CCc1cc(OC)c(OC)cc1-2	-6	i
Cc1ccc(NC(=O)COC(=O)CCNS(=O)(=O)c2c(Cl)cccc2Cl)cc1	-9	/
CCOC(=O)Nc1ccc([N+](=O)[O-])cc1C	-19	i
Cc1ccc2c(c1)C(=O)c1ccccc1CS2=O (stereo not given)	-13	i
Cc1ccc2c(c1)[C@@H]1CN(C)CC[C@@H]1N2S(=O)(=O)c1ccc(F)cc1	-15	i
Cc1ccc(Cn2cccc2/C=N/NC(=S)Nc2ccc(C)cc2)cc1	-14	i
Cc1ccc(OCCC(=O)OC(C)C(=O)Nc2c(C)n(C)n(-c3ccccc3)c2=O)cc1 (stereo not given)	-24	i
O=C(CN1C(=O)c2ccccc2C1=O)N1CCN=C1c1ccccc1	-3	i
COc1ccccc1C(CNC(=O)CCNC(=O)c1ccccc1Cl)N1CCCC1 (stereo not given)	-4	i
O=C(CSc1nnnn1-c1ccc(Cl)cc1)Nc1cccnc1Cl	-15	i
CCC(Oc1ccc2c(=O)c(-c3ccccc3OC)coc2c1)C(=O)OCc1ccccc1 (stereo not given)	-7	i
Cc1nn(C)c(C(=O)N2CCN(C(=O)c3ccco3)CC2)c1[N+](=O)[O-]	-7	i
CN(C)C(CNC(=O)c1cccs1)c1cccnc1 (stereo not given)	-3	i
CCOC(=O)Cn1cc(/C=C(/C#N)C(=O)NC(C)C)c2ccccc21	-16	i

# Some of the entries so far, with each value named:
Molecule: COc1cccc(C2C(C#N)=C(N)OC3=C2C(=O)CC(c2ccco2)C3)c1OCc1ccc(F)cc1 (stereo not given)
  OX1R antag: -23; CHT allo act: i
Molecule: O=C(O)CSc1ncnc2c1sc1nc(-c3ccccc3)c3c(c12)CCC3
  OX1R antag: -7; CHT allo act: i

# The list continues.
Compound	OX1R antag	CHT allo act
Cc1ccc(S(=O)(=O)N(C)C)cc1NC(=O)CN1c2cccc3cccc(c23)S1(=O)=O	18	/
OC(COc1cccc2ccccc12)CN1CCN(c2ccccc2)CC1 (stereo not given)	-23	i
Nc1nonc1-c1noc(-c2ccc(Br)o2)n1	-2	i
O=S(=O)(O)c1cc(O)ccc1O	6	i
COc1ccc(C(C)=O)cc1COC(=O)c1c(C)nn(-c2ccccc2)c1C	-38	i
CCn1c2ccccc2c2cc(CNCCCN3CCOCC3)ccc21	-27	i
O=C(/C=C/c1ccco1)Nc1ccc2c(c1)OCO2	-12	i
COc1cccc(C2=Nn3c(nnc3-c3ccccc3O)SC2)c1	-16	i
O=C(Nc1ccc(Cl)c(Cl)c1)C1CCN(C(=O)c2ccco2)CC1	-8	i
COc1cccc(C2/C(=C(\O)c3ccc4c(c3)OCCO4)C(=O)C(=O)N2Cc2cccnc2)c1 (stereo not given)	-11	i
Cc1ccccc1C(=O)NCc1nnc(SCC(=O)N2CCN(c3ccccc3)CC2)n1C	-22	i
O=C(OCC(=O)c1ccc[nH]1)c1ccc2ccccc2n1	-11	i
c1ccc(CCCCNCC2COc3ccccc3O2)cc1 (stereo not given)	-15	i
N#Cc1c(SCC(=O)Nc2nccs2)nc2c(c1-c1ccco1)CCCC2	-20	i
COc1ccc(-c2nnc(SCC(=O)NC(=O)NCc3ccco3)o2)cc1	-38	i
C/C(N)=C(/C#N)C(=O)COC(=O)C1CSC2(c3ccc(F)cc3)CCC(=O)N12 (stereo not given)	-22	i
Cc1cc(NC(=O)CN2CCN(c3cccc(Cl)c3)CC2)no1	-11	i
COCCN(C(=O)CSc1nnc(-c2cccs2)n1N)c1c(N)n(Cc2ccccc2)c(=O)[nH]c1=O	-1	i
CCCCCOc1ccc(C(=O)NC(C(=O)O)C(C)C)cc1 (stereo not given)	13	i
CCc1c(C)c2ccc(OCC(N)=O)cc2oc1=O	-18	i
Clc1ccc(-c2c[n+](Cc3ccc(Cl)cc3Cl)c3n2CCCCC3)cc1	-17	28*
CC(=O)C[C@H](O)CC(=O)[C@H]1OC(=O)[C@@H](C)CCCCc2ccccc21	-12	/
CCOC(=O)c1cccc(NC(=O)CN(c2ccc(C)cc2)S(=O)(=O)c2c(C)noc2C)c1	37	i
Nc1ccccc1S(=O)(=O)c1ccccc1N	4	i
CC(C)CN(CC(C)C)C(=O)Nc1cccc([N+](=O)[O-])c1	-27	i
COc1ccc(-c2cn(-c3ccccc3)c(=S)[nH]2)cc1OC	-31	i
CC(=O)OC(C(=O)NC1CCCCC1)c1ccc(C)cc1 (stereo not given)	-20	i
Cc1cc(=O)n(C2CCS(=O)(=O)C2)[nH]1 (stereo not given)	2	i
COc1ccc(NC(NC(=O)c2ccc(OC)cc2)C(Cl)(Cl)Cl)cc1 (stereo not given)	5	i
COc1ccc(C(=O)NC2c3ccccc3-c3ccccc32)cc1	6	i

# Following part
# The line under a structure holds: OX1R antag | CHT allo act
Fc1ccc(CN2C3=NCCN3c3ccccc32)cc1
  -6 | i
O=C(Oc1ccc(-c2nnco2)cc1)N(c1ccccc1)c1ccccc1
  -13 | i
CCCC1CCC(=C(C#N)C(N)=O)CC1 (stereo not given)
  9 | i
O=C(COC(=O)C1CC(=O)N(Cc2ccco2)C1)Nc1nc(-c2ccc(F)cc2)cs1 (stereo not given)
  -8 | /
NC(=O)CC(NC(=O)c1ccccc1)c1ccc(N2CCN(c3ccccc3)CC2)c([N+](=O)[O-])c1 (stereo not given)
  -7 | i
CC(=O)c1c(C)[nH]c(C(=O)Nc2ccc(C)c(S(=O)(=O)N(C)C)c2)c1C
  -4 | i
Cc1nn(-c2ccccc2)c(Cl)c1C1C(C#N)=C(N)Oc2n[nH]c(C)c21 (stereo not given)
  -18 | i
Cc1[nH]c(=O)[nH]c(=O)c1NS(=O)(=O)c1ccc2c(c1)CCCC2
  3 | i
O=C(c1ccccc1NS(=O)(=O)c1cccs1)N1CCCC1
  -4 | i
COc1ccc(NC(=O)COC(=O)CC2CCCCC2)cc1
  -5 | /
C/C(=N\NC(=S)NC1CCCCC1)c1cccc(C(F)(F)F)c1
  -24 | i
COc1cccc(N(C(=O)c2snc(C(N)=O)c2N)C(C(=O)NCC2CCCO2)c2c[nH]c3ccccc23)c1 (stereo not given)
  -16 | i
CC(C)CCNC(=O)CN(C(=O)CCC(=O)Nc1nccs1)c1ccc2c(c1)OCCO2
  5 | i
Nc1ccc(O)cc1C(=O)OCC(=O)C12CC3CC(CC(C3)C1)C2
  -16 | i
O=C(NCc1ccccc1F)c1ccc(S(=O)(=O)Nc2cccc(C(F)(F)F)c2)cc1
  3 | i
CC(CC(=O)OCC(=O)Nc1ccc2[nH]c(=O)[nH]c2c1)c1ccccc1 (stereo not given)
  14 | /
Cc1ccc[n+](CC(=O)Nc2cc(C(F)(F)F)ccc2N2CCOCC2)c1
  -19 | i
O=C(NCc1cccnc1)C1c2ccccc2C(=O)N1Cc1ccco1 (stereo not given)
  -11 | i
N#Cc1nc(-c2ccccc2)oc1NCCN1CCCCC1
  -20 | i
Cc1ccc(-c2cc(-c3ccc4c(c3)OCO4)c(C#N)c(N)n2)o1
  -16 | i
O=C(Oc1ccc(N(Cc2cccs2)C2=NS(=O)(=O)c3ccccc32)cc1)c1ccccc1
  -21 | i
CSc1nsc(SCC(=O)Nc2ccccc2)n1
  -7 | i
CCCNC(=O)COC(=O)c1cc(SC)ccc1Cl
  -22 | i
CCCCn1c(N)c(N(CCOC)C(=O)C2CCN(S(=O)(=O)c3ccc(Cl)cc3)CC2)c(=O)[nH]c1=O
  -2 | i
Cc1ccccc1-n1cnc2cc(NCc3cccs3)ccc21
  -20 | i
CC(C)C[C@H](NC(=O)[C@H](Cc1ccccc1)n1c(=O)[nH]c2ccccc2c1=O)C(=O)N1CCC[C@@H]1C(=O)O
  -1 | i
CC(=O)c1cnc(SCC(=O)O)nc1C
  0 | i
COC(=O)c1cn[nH]c1NC(=S)Nc1ccc(Cl)c(Cl)c1
  12 | i
Cc1cc(Cl)ccc1NC(=O)Nc1c(C)n(-c2ccccc2)c(=O)n1C
  -17 | i
CC1(C)CC2CC(C)(CN2C(=O)c2cc(-c3ccccc3O)on2)C1 (stereo not given)
  -17 | i

# An excerpt from above in order of SMILES length, low to high:
# The line under a structure holds: OX1R antag | CHT allo act
CC(=O)c1cnc(SCC(=O)O)nc1C
  0 | i
COC(=O)c1cn[nH]c1NC(=S)Nc1ccc(Cl)c(Cl)c1
  12 | i
Cc1ccc(-c2cc(-c3ccc4c(c3)OCO4)c(C#N)c(N)n2)o1
  -16 | i
Cc1cc(Cl)ccc1NC(=O)Nc1c(C)n(-c2ccccc2)c(=O)n1C
  -17 | i
CC(C)C[C@H](NC(=O)[C@H](Cc1ccccc1)n1c(=O)[nH]c2ccccc2c1=O)C(=O)N1CCC[C@@H]1C(=O)O
  -1 | i

# Continued.
# The line under a structure holds: OX1R antag | CHT allo act
CC1=NN(C(=O)c2csc(C(C)C)c2)C(O)(C(F)(F)F)C1 (stereo not given)
  0 | i
Cc1cnc(NC(=O)COc2ccccc2)s1
  1 | i
COc1cc(NC(=O)C(=O)N2CCN(C)CC2)c(OC)cc1Cl
  -2 | i
O=C(c1cccs1)N1CCC(c2nc3c(nnn3Cc3ccccc3)c(=O)[nH]2)CC1
  -17 | i
COc1ccc2cc(C(=O)NCCCN3CCCC3=O)[nH]c2c1
  -1 | i
CCCn1c(CCc2ccccc2)nnc1SCC(=O)N1CCOCC1
  -18 | i
COC(=O)c1ccc(COC(=O)C(CCS(C)(=O)=O)N2C(=O)c3ccccc3C2=O)cc1 (stereo not given)
  -21 | i
COc1ccc(N2CC(C(=O)N(CC(C)C)c3c(N)n(Cc4ccccc4)c(=O)[nH]c3=O)CC2=O)c(OC)c1 (stereo not given)
  -20 | i
CC(C)(C)OC(=O)CN1C(=O)NC2(CCCc3ccccc32)C1=O (stereo not given)
  -16 | i
O=C(N/C(=C\c1ccco1)C(=O)N1CCOCC1)c1ccc([N+](=O)[O-])cc1
  -7 | i
Cc1ccc(C)c(-n2c(=O)c(C#N)cc3c(=O)n4ccccc4nc32)c1
  -7 | i
CCC(C)(C)NC(=O)CN(CC1CCCO1)C(=O)CNS(=O)(=O)c1ccccc1 (stereo not given)
  -19 | i
CC(C)OC(=O)/C(C#N)=C\c1cccnc1
  -15 | i
COc1ccc(C)cc1COC(=O)c1[nH]c(C)c(C(C)=O)c1C
  -30 | i
CCc1nn(CCCC(=O)N(C)Cc2ccccc2)c(=O)c2cc3occc3n12
  -22 | i
CC(C(=O)Nc1ccccc1C(=O)N1CCCC1)n1nnc2ccccc21 (stereo not given)
  -15 | i
O=C(NCc1ccccc1Cl)NC(=O)c1csc([N+](=O)[O-])c1
  -4 | i
CCN(CC)c1ccc(NC(=O)C2CC3CCC2C3)cc1 (stereo not given)
  -15 | i
Cc1ccc(/C([O-])=C(/C(=S)NCc2ccccc2)[n+]2ccccc2)cc1[N+](=O)[O-]
  -23 | i
Cc1ccc(C)c(NC(=O)CSc2nc3c(oc4ccccc43)c(=O)n2-c2ccccc2)c1
  -27 | i
CC(=O)N(C(C)=O)c1c(C#N)c(C)n(-c2ccccc2)c1C(=O)c1ccccc1
  -26 | i
Cc1cc(C(=O)NCc2ccco2)sc1C
  -3 | /
Cc1cc(C)cc(-c2nnc(SCC(=O)NCc3cccs3)o2)c1
  -7 | i
Cc1cccc(N2CCCn3c2nc2c3c(=O)[nH]c(=O)n2C)c1
  -17 | i
CCN(C(=O)COC(=O)CSc1cc(C)c2ccccc2n1)c1ccccc1
  -19 | i
O=C(C1CCCCN1S(=O)(=O)c1ccccc1)N1CCCCC1 (stereo not given)
  -15 | i
C=CCc1ccccc1OCC(O)CN1CCN(c2ccc(C)cc2)CC1 (stereo not given)
  -18 | i
CCN(CC(=O)NCc1ccc(F)cc1)CC(=O)Nc1cc(S(=O)(=O)N(C)C)ccc1C
  -20 | /
O=[N+]([O-])c1c(C(Cl)Cl)nn(-c2ccccc2)c1N1CCOCC1
  -9 | i
COc1ccc(CCn2c(-c3ccc(Cl)cc3)n[nH]c2=S)cc1OC
  -22 | i
Cc1cc(S(=O)(=O)Cc2noc(-c3c(C)noc3C)n2)c(C)cc1Cl
  -36 | i
Cc1ccc(S(=O)(=O)Nc2c(C)nn(C)c2C)c(C)c1
  -8 | i
Cn1c(SCc2ccccc2Cl)nc2c1c(=O)[nH]c(=O)n2C
  1 | i
O=C(C1CCCC1)N1CCN=C1SCc1cccc([N+](=O)[O-])c1
  -6 | i
O=C(NNC(=O)c1cc2ccccc2[nH]1)OCc1ccccc1
  -17 | /
CC(=O)O/N=C(/c1nonc1N)N(C)C
  -14 | i
O=C(c1ccc(N2CCCC2=O)cc1)N1CCN(c2ccccc2Cl)CC1
  -17 | /
COCCN1Cc2cccc(C(=O)NCc3cccnc3)c2C1=O
  -23 | i
CC(C)(O)C#Cc1ccc(CN2CCC(n3nccc3NC(=O)C3CC3)CC2)cc1
  -14 | i
CN(C(=O)C1CCCCC1)C1(C)CCS(=O)(=O)C1 (stereo not given)
  2 | i
O=C(O)C1(c2ccccc2)CCN(S(=O)(=O)c2ccccc2)CC1
  7 | i
C=CCn1c(SCC(=O)c2cccs2)nnc1-c1cccc(OC)c1
  6 | i

# Compound activity from PubChem.
